PKM2 act: activators of human pyruvate kinase M2. P14618. AID 1631. Potency, µM (titrated, usually from 57.5 µM), inactives show at the top dose activation, hits mostly activators. purified PKM2, Kinase-Glo ATP luminescence, activation; response scale: 0% is enzyme alone, no compound. 260,000 tested, 0.34% active; note: potency is the fitted concentration of half-maximal effect; % is set by controls: 0 for no effect and ±100 for the full control effect; nearly all actives have a fitted effect of over 55% in size
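Kinase-Glo luminescence reports ATP generated from ADP (0.1 mM) and PEP (0.5 mM) by purified hPK-M2 after 1 h at room temperature, pH 7.2 imidazole buffer; intermediate enzyme activity allows detecting inhibitors and activators.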
ELG1 genotoxic: induces genotoxicity in HEK293T cells with luciferase-tagged ELG1 | HEK293T ELG1-luciferase reporter, luminescence, 16 h | Potency, µM (top dose mostly 46 µM), inactives show top-dose activity change, positive = activation, most hits filed as activators | 330,000 tested, 1.3% active; note: potency is the fitted concentration of half-maximal effect; % of control where 0% means no effect; nearly all actives have a fitted effect of over 60% in size
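Genotoxicity was scored as increased ELG1-luciferase reporter signal, measured by ONE-Glo luminescence (30 min, room temperature). Compound or vehicle exposure of the HEK293T reporter cells lasted 16 hr at 37°C.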
FLuc modulator: firefly luciferase modulation, counter-screen for miR-21 project. P08659. purified FLuc, Km substrates, luminescence inhibition. 360,000 tested, 6.9% active. AID 588342. Potency, µM (top dose mostly 57.5 µM), for inactives: top-dose activity change, negative = inhibition, hits mostly inhibitors;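 note: potency is the fitted concentration of half-maximal effect; plate controls were vehicle for no effect and reference inhibitor for full effect; nearly all actives have a fitted effect of over 55% in size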
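Purified P. pyralis luciferase, 10 nM final, with Km-level 10 uM D-luciferin and 10 uM ATP in 50 mM Tris acetate pH 7.5, 10 mM Mg acetate, 0.01% Tween-20, 0.05% BSA; 6-point qHTS titration about 60 µM downward; luminescence read.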
NPC1 prom act: activates the NPC1 promoter; Huh7 NPC1 promoter luciferase reporter, 24 h; Potency, µM (titrated, usually from 9.22 µM), without a hit: at the highest dose activation, usual class: activators; 320,000 tested, 2.4% active; AID 485313;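 note: potency is the fitted concentration of half-maximal effect; % of control where 0% means no effect; nearly all actives have a fitted effect of over 60% in size; reporter is driven by a mutant NPC1 promoter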
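Luciferase expression driven by the NPC1 promoter was measured in stably transfected Huh7 cells after a 24 h compound incubation, using a luciferase reagent and a luminescence read.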
Giardia kill: kills Giardia lamblia; activity change, % at 7.66 µM, hits read low; Giardia lamblia trophozoite viability; AID 540267; 340,000 tested, 0.15% active; in the data active = activity change below about -80%; inconclusive = between about -30% and that limit;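 note: parasites exposed to compound for two days anaerobically before the ATP read; % is set by controls: 0 for no effect and ±100 for the full control effect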
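Media and compound were dispensed first, then trophozoites at 100 cells/well; plates sat 48 hrs at 37 deg C without oxygen before ATP luminescence reagent was added and read after 15-30 min at room temperature.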
Menin-MLL TR inh: inhibitors of human menin-MLL interaction, mutant MLL peptide. O00255. Menin + Texas Red MLL mutant peptide, fluorescence polarization. Potency, µM (doses to about 61.6 µM), for the others: at the top dose FP activity change, negative = inhibition, most hits filed as inhibitors. 270,000 tested, 0.23% active. AID 1768; active = well fitted inhibition curve with a large enough effect in the polarisation, with a control signal flat, not every such curve was filed as active; inconclusive = small, poorly fitted or top-dose-only effect, or effect the other way, or a change in a side signal; inactive = no such curve, though single readings can be large or run the other way; the % refers to the polarisation; note: potency is the fitted concentration of half-maximal effect; % of control where 0% means no effect; many of its hits are not listed in these tables
Target sequence (O00255 whole entry, looked up): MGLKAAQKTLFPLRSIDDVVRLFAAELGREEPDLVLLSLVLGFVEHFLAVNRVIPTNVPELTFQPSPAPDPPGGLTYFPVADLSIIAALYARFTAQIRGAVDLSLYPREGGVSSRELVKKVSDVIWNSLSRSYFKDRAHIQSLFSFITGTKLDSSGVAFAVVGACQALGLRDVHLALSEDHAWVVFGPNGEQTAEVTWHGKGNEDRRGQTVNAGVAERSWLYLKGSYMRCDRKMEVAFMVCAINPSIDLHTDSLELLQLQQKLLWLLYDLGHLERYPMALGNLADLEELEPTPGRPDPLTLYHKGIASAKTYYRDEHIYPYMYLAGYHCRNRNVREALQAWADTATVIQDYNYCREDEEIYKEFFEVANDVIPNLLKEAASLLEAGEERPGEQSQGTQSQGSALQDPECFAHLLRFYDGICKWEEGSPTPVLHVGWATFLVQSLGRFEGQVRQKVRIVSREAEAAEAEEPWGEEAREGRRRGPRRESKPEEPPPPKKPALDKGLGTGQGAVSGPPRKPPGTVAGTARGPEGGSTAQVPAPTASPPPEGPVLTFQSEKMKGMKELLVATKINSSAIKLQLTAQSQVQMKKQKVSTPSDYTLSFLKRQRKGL
BRCA1 expr act: BRCA1 expression activation | MCF7-BRCA1-FFLuc reporter, luminescence, 48 h; response scale: scaled: vehicle 0%, 10 µM genistein 100% | Potency, µM (doses to about 46.1 µM), for inactives: top-dose activation, usual class: activators | 380,000 tested, 1.1% active; note: potency is the fitted concentration of half-maximal effect; nearly all actives have a fitted effect of over 80% in size; some results filed as inactive show a strong effect at the top dose
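MCF7-BRCA1-FFLuc, 2000 cells/well; 2 h attach, 37 °C/5% CO2; compound 48 h; luciferase substrate 15 min; luminescence end-point. Norm. to genistein 10 microM max activation and DMSO; concentration-response curves fitted.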
p53 reactivator: restores transcriptional activity of mutant p53; H1299 p53-A138V BP100-luciferase reporter, luminescence, 24 h; Potency, µM (top dose mostly 92.2 µM), without a hit: top-dose activity change, positive = activation, hits mostly activators; 320,000 tested, 0.063% active; AID 504706; note: potency is the fitted concentration of half-maximal effect; % of control where 0% means no effect; nearly all actives have a fitted effect of over 45% in size
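p53-null H1299 cells stably carrying temperature-sensitive p53-A138V and a BP100-luciferase reporter were pinned with compounds (4-point, 1:5 series) and held 24 hrs at 37 deg C. Luminescence was read 10 min after detection reagent.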
Rab9 prom act: Rab9 promoter activation; Potency, µM (titrated, usually from 9.22 µM), without a hit: at the top dose activation, negative = inhibition, usual class: activators; 320,000 tested, 2.8% active; Huh7 Rab9 promoter-luciferase reporter, luminescence, 24 h; AID 485297; note: potency is the fitted concentration of half-maximal effect; % of control where 0% means no effect; nearly all actives have a fitted effect of over 60% in size
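Quantitative HTS format; Huh7 Rab9-luciferase reporter cells (1500/well) receive compound 2 h post-plating, incubate 24 h at 37 °C, then get luciferase reagent for 10 min before luminescence reading.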
RORg inh: inhibitors of mouse ROR gamma transcriptional activity. P51450. Drosophila S2 Gal4-RORgamma UAS-luciferase reporter, 20 h. Potency, µM (top dose mostly 53.6 µM), for the others: top-dose activity change, negative = inhibition, usual class: inhibitors. 310,000 tested, 5.4% active. AID 2551; note: potency is the fitted concentration of half-maximal effect; % is set by controls: 0 for no effect and ±100 for the full control effect; nearly all actives have a fitted effect of over 60% in size
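Drosophila S2 cells stably expressing Gal4-DBD/mouse RORγ fusion under metallothionein promoter plus UAS-luciferase; compound 1 h, then 700 uM CuSO4 induction for 20 h at ambient temperature; inhibition read as reduced luminescence.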
Gal4-VP16 FLuc: inhibits Gal4-VP16 luciferase reporter, ROR gamma counter-screen. Drosophila S2 Gal4-VP16 UAS-luciferase, luminescence, 20 h. Potency, µM (series often up to 53.6 µM), without a hit: at the top dose activity, negative = inhibition, usual class: inhibitors. 310,000 tested, 3.5% active;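 note: Gal4-VP16 expression switched on by copper sulfate through the metallothionein promoter; potency is the fitted concentration of half-maximal effect; % is set by controls: 0 for no effect and ±100 for the full control effect; nearly all actives have a fitted effect of over 50% in size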
* marks the source's active call; other numbers are inactive results; ? = inconclusive; . = no result given; [ ] = another dose, or the depositor's remark. Unless noted, calls come from the whole dose curve; as a rule, active = well fitted curve in the direction sought with a large enough effect; inconclusive = small, poorly fitted or top-dose-only effect, or another doubt; inactive = no such curve, though single readings can be large; an effect the other way counts as inactive or inconclusive. An excerpt, so the mix of outcomes need not match the whole.

smiles	Giardia kill	ELG1 genotoxic	NPC1 prom act	Gal4-VP16 FLuc	RORg inh	BRCA1 expr act	PKM2 act	Rab9 prom act	FLuc modulator	p53 reactivator	Menin-MLL TR inh
FC(F)(F)C1=CC(c2ccc(Br)cc2)=NCCN1	6.4	1.0%	-0.9%	-2.9%	-7.6%	-12.1%	-1.3%	-0.9%	11.0%	-25.6%	-7.3%
C(=C\c1ccccc1)/CSc1nc2ncccc2[nH]1	3.7	14.0%	22.3%	-3.3%	-5.8%	57.8%	-1.7%	4.6%	?	2.9%	.
O=C(Nc1ccc(S(=O)(=O)N2CCCCCC2)cc1)c1c(F)cccc1F	18.2	0.0%	-1.8%	-14.4%	?	-29.7%	-10.2%	4.9%	-6.6%	-6.2%	.
Nc1nnc(SC2CCCC2)s1	-10.5	10.7%	2.9%	-8.0%	21.9%	26.4%	-0.7%	-3.6%	-4.8%	27.5%	2.5%
COc1ccc(C(=O)OCc2cc(C)ccc2C)cc1S(=O)(=O)N1CCCC1	-12.7	-0.1%	0.0%	.	.	-44.3%	.	-4.8%	1.8%	-8.6%	.
COc1cc(C(=S)N2CCCC2)cc(OC)c1OC	0.3	2.9%	0.8%	-22.7%	-22.0%	-4.3%	-2.2%	-7.2%	-0.4%	2.7%	?
COc1ccc(CCC(=O)OCC(=O)Nc2ccc3[nH]c(=O)[nH]c3c2)cc1	9.4	1.4%	-0.7%	.	.	-3.6%	.	-3.0%	2.6%	5.3%	.
O=C(/C=C/c1ccc(Cl)cc1Cl)c1ccc[nH]1	-17.9	?	12.6%	6.5%[10 µM]	32.3%	?	-1.1%	22.1%	2.69µM*	?	14.0%
CCOc1cc(C)c(Cl)cc1S(=O)(=O)n1cnc2ccccc21	-12.6	1.8%	1.9%	3.3%	4.7%	2.3%	?	-5.5%	-0.8%	12.4%	37.6%[activator]
CS(=O)(=O)N1CCc2cc(-c3csc(NC(=O)C(c4ccccc4)c4ccccc4)n3)ccc21	7.1	-1.6%	-1.2%	13.9%	22.6%	2.5%	-2.5%	-6.9%	0.0%	5.8%	.
CN(C)c1ccc(C2(O)C(=O)c3ccccc3C2=O)cc1	2.5	2.0%	0.3%	-3.2%	-6.2%	-1.5%	-2.1%	-7.3%	-2.7%	9.4%	-4.7%
COc1ccc(S(=O)(=O)N(C)CC(=O)N2CCOCC2)cc1	-6.3	-1.4%	0.1%	1.3%	5.1%	10.6%	-0.8%	-2.7%	-2.3%[2.3 µM]	-1.7%	13.7%
CC(C(=O)Nc1cccc([N+](=O)[O-])c1)[n+]1ccccc1 (stereo not drawn)	-10.4	0.5%	-2.3%	?	?	23.6%	-1.2%	-5.5%	-15.0%	3.6%	?
COc1ccc(NC(=O)C2CC(=O)NC(Nc3cccc(C)c3)=N2)cc1 (stereo not drawn)	8.3	-5.4%	1.0%	-6.2%	-19.8%	-5.8%	-4.9%	0.9%	0.2%	-0.8%	8.9%
Cc1ccc(NC(=O)[C@H](Cc2ccccc2)NC(=O)C2CCNCC2)cc1	7.3	-3.3%	-1.7%	-3.2%	-23.8%	5.2%	.	-2.5%	-1.7%	0.5%	.
CC(C)N(C(=O)Cn1cc(SCC(=O)NCC2CCCO2)c2ccccc21)C(C)C (stereo not drawn)	1.9	-4.9%	-2.5%	1.6%	-3.6%	3.9%	1.4%	0.4%	0.1%	2.1%	-4.2%
COc1ccccc1OCCCCCCN1CCOCC1	22.5	-0.6%	-3.1%	2.6%	-2.3%	-18.5%	1.2%	-5.3%	-0.2%	-4.6%	-17.2%
Brc1ccc(-c2csc(N/N=C/c3ccc4c(c3)OCO4)n2)cc1	6.3	-0.3%	6.5%	?	10µM*	-56.0%	-9.9%	-5.2%	-4.3%	?	?
O=C(O)C1CCCCC1C(=O)Nc1ccccc1F (stereo not drawn)	-13.5	-2.6%	-2.5%	0.0%	11.7%	2.4%	2.4%	-3.7%	8.7%	13.1%	?
Cc1ccc(S(=O)(=O)Nc2cccc(/C=C/C(=O)O)c2)cc1	12.2	-0.1%	0.6%	-0.5%	8.6%	6.5%	-6.7%	-0.1%	1.9%	5.3%	18.5%
CC(=O)CSc1nnc(-c2ccncc2)n1C	11.2	8.6%	-3.6%	1.9%	0.5%	4.1%	-3.8%	-3.2%	-17.6%	-2.5%	9.9%

No new results follow: entries from further up.
smiles	Giardia kill	ELG1 genotoxic	NPC1 prom act	Gal4-VP16 FLuc	RORg inh	BRCA1 expr act	PKM2 act	Rab9 prom act	FLuc modulator	p53 reactivator	Menin-MLL TR inh
O=C(/C=C/c1ccc(Cl)cc1Cl)c1ccc[nH]1	-17.9	?	12.6%	6.5%[10 µM]	32.3%	?	-1.1%	22.1%	2.69µM*	?	14.0%
CCOc1cc(C)c(Cl)cc1S(=O)(=O)n1cnc2ccccc21	-12.6	1.8%	1.9%	3.3%	4.7%	2.3%	?	-5.5%	-0.8%	12.4%	37.6%[activator]
CS(=O)(=O)N1CCc2cc(-c3csc(NC(=O)C(c4ccccc4)c4ccccc4)n3)ccc21	7.1	-1.6%	-1.2%	13.9%	22.6%	2.5%	-2.5%	-6.9%	0.0%	5.8%	.
CN(C)c1ccc(C2(O)C(=O)c3ccccc3C2=O)cc1	2.5	2.0%	0.3%	-3.2%	-6.2%	-1.5%	-2.1%	-7.3%	-2.7%	9.4%	-4.7%
COc1ccc(S(=O)(=O)N(C)CC(=O)N2CCOCC2)cc1	-6.3	-1.4%	0.1%	1.3%	5.1%	10.6%	-0.8%	-2.7%	-2.3%[2.3 µM]	-1.7%	13.7%

2 records drawn at random from the list so far, as already listed:
smiles	Giardia kill	ELG1 genotoxic	NPC1 prom act	Gal4-VP16 FLuc	RORg inh	BRCA1 expr act	PKM2 act	Rab9 prom act	FLuc modulator	p53 reactivator	Menin-MLL TR inh
Cc1ccc(S(=O)(=O)Nc2cccc(/C=C/C(=O)O)c2)cc1	12.2	-0.1%	0.6%	-0.5%	8.6%	6.5%	-6.7%	-0.1%	1.9%	5.3%	18.5%
Nc1nnc(SC2CCCC2)s1	-10.5	10.7%	2.9%	-8.0%	21.9%	26.4%	-0.7%	-3.6%	-4.8%	27.5%	2.5%

High-throughput results: PubChem BioAssay, National Center for Advancing Translational Sciences (NCATS)
